From PubChem
RmlCD inh 1536: M. tuberculosis RmlC/RmlD coupled enzyme inhibitors, primary screen, biochemical, compound mixtures, 384-well, from 1536-well plates; AID 1533, 2009; inhibition, % at 3.6 µM; RmlC+RmlD coupled enzyme assay, percent inhibition; primary screen in compound mixtures; hit rate 0.03% among 160,000; in the data active = inhibition mostly above about 34%, no sharp cut-off; note: some results filed as inactive read as strong as hits
Target sequence (P9WH09 whole entry, looked up): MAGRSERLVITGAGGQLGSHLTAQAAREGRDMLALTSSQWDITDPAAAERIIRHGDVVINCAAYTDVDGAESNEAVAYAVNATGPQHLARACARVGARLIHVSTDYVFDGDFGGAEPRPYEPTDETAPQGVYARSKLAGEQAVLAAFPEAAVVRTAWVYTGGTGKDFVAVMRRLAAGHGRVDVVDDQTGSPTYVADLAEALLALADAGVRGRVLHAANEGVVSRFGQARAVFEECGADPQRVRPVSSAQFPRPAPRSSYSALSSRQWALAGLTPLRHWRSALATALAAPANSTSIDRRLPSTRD
Target sequence (P9WH11 whole entry, looked up): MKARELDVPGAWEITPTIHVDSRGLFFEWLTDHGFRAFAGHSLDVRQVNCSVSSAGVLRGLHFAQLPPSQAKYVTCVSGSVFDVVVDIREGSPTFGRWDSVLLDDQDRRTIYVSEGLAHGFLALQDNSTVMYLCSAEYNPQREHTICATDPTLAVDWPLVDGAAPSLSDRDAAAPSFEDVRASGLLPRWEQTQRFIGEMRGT
M. tuberculosis GlmU: inhibition of mycobacterial GlmU enzyme – biochemical, glucosamine-1-phosphate acetyltransferase (AID 1376); one-dose inhibition, %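 (tested at 30 µM in the primary screen)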; IC50 in µM for titrated hits; Bifunctional protein GlmU (Mycobacterium tuberculosis (strain ATCC 25618 / H37Rv)); hit rate 0.25% among 220,000; M. tuberculosis GlmU acetyltransferase enzyme assay; higher % means a stronger effect; in the data active = inhibition above about 13%;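 note: 0% = complete reaction with vehicle and 100% = reaction without substrate; strong numbers were not always called active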
Starred values were filed as active, the others as inactive; nt = not tested or not shown. A portion of the library; rates above refer to the full screens.

compound	RmlCD inh 1536	M. tuberculosis GlmU
Cc1ccc(Cc2c(C)nc3nc(SCC(=O)NCCCN4CCOCC4)nn3c2C)cc1	-8	-2.9%
C/C(=N\NC(=O)c1ccccc1F)c1ccc(C#N)cc1	nt	1.9%
CCN(CC)CCNC(=O)CCc1nn(C)c(=O)c2ccccc12	-2	-5.2%
CC(NC(=O)CSCc1ccc(Br)cc1)c1ccccc1 (centres undefined)	nt	2.7%
CCOc1ccc(/C=N/Nc2nncc(-c3ccccc3)n2)cc1OC	3	0.5%
O=C1CC(N2CCN(c3ccc(F)cc3)CC2)C(=O)N1c1ccc2c(c1)OCO2 (centres undefined)	1	-0.8%
Cn1cnnc1SCC(=O)NCCc1ccc(Cl)cc1Cl	6	-3.5%
CCN(CC)S(=O)(=O)c1ccc(Cl)c(C(=O)Oc2cccnc2)c1	nt	7.2%
NC(=S)NNC(=O)/C(=C/c1ccc(Br)cc1)NC(=O)c1ccccc1	-9	-3.3%
COc1cc(NC(=O)c2nccnc2C(=O)O)cc(OC)c1	6	5.8%

The results go on.
compound	RmlCD inh 1536	M. tuberculosis GlmU
CC(NS(=O)(=O)c1ccc(Cl)cc1)C(c1cccs1)N1CCN(C)CC1 (centres undefined)	nt	-0.7%
CCOC(=O)c1cn(-c2c(C)n(C)n(-c3ccccc3)c2=O)c2c(F)c(F)c(F)cc2c1=O	5	-1.6%
C=CCn1c(SCC(=O)NCCCC(=O)OCC)nc2scc(-c3ccco3)c2c1=O	-8	-1.2%
Cc1ccc(C)c2[nH]c(=O)c(CCNC(=O)CC(C)C)cc12	nt	7.7%
Cc1c(-c2cc(C(=O)O)on2)cnn1C	-8	2.9%
O=c1cc(Nc2ccc3c(c2)OCCO3)[nH]c(=O)n1Cc1ccc(F)cc1	nt	-4.7%
COC(=O)CCN(C)CCC(=O)OC	nt	3.3%
COc1ccc(S(=O)(=O)NNC(N)=S)cc1	9	-2.9%
CCCCn1ccnc1C(=O)c1cccc(S(=O)(=O)N2CC(C)CC(C)C2)c1 (centres undefined)	5	-0.7%
Cc1nnsc1S(=O)(=O)Cc1ccccc1C(F)(F)F	-3	-3.0%

Next part:
compound	RmlCD inh 1536	M. tuberculosis GlmU
O=C(COc1ccccc1)Nc1nc(-c2cccs2)cs1	-7	0.8%
COc1ccccc1/C=C/C=N/NC(=O)c1ccco1	2	0.8%
OC(COc1ccc2ccccc2c1)Cn1cncn1 (centres undefined)	nt	0.5%
NNc1nc2c(-c3ccc(F)cc3)nnn2c2ccccc12	-5	4.2%
CCOC(=O)C1CCCN(C(c2ccccn2)c2c(C)[nH]c3ccccc23)C1 (centres undefined)	nt	7.7%
CC(=O)c1ccc(NC(=S)NNC(=O)c2ccncc2)cc1	-6	5.3%
O=[N+]([O-])c1ccc(N2CCN(Cc3ccccc3)CC2)c(S(=O)(=O)N2CCOCC2)c1	nt	-0.9%
COc1ccc(CN2C(=O)CS/C2=N/N=C/c2ccccc2)cc1	-12	4.7%
Clc1ccc(CSc2nnnn2-c2ccc3c(c2)OCO3)c(Cl)c1	nt	0.3%
CCC1C(=O)CC(c2ccc([N+](=O)[O-])cc2)NC1c1ccc([N+](=O)[O-])cc1 (centres undefined)	7	0.1%

The list goes on:
compound	RmlCD inh 1536	M. tuberculosis GlmU
Cc1ccc(C(=O)N2CCN(c3ccc(NC(=S)NC(=O)Cc4ccccc4)cc3)CC2)cc1	3	-0.9%
Cc1ccc(C)c(NC(=S)N(C)C)c1	nt	6.6%
Cn1c(=N)c(S(=O)(=O)c2ccc(F)cc2)cc2c(=O)n3ccccc3nc21	26	-2.1%
CCN(CCCNC(=O)CC(C(=O)N1CCc2ccccc21)n1ccnc1)c1ccccc1 (centres undefined)	-2	-2.7%
CCCCOC(=O)CSc1nc2c(c(=O)[nH]c(=O)n2C)n1C/C=C(\C)Cl	nt	1.3%
CCCC(=O)C1=C(N2CCCC2)CC(C)(C)C(C(=O)OC)C1=O (centres undefined)	-5	-1.2%
Cc1nn(Cc2c(Cl)cccc2Cl)c(Cl)c1/C=N/NC(=O)c1cccnc1	26	-4.2%
Cc1ccc2nc(NC(=O)CSCC(=O)OCC(=O)c3ccccc3)sc2c1	-9	-1.4%
COCCNC(=O)c1onc(CSc2ccccc2C)c1C(=O)O	nt	0.5%
O=C(Cc1ccccc1)Nc1ccccc1Sc1ccccc1	-1	5.5%

Remaining list, next part:
compound	RmlCD inh 1536	M. tuberculosis GlmU
COc1ccc(S(=O)(=O)N2CC(C(=O)O)Oc3ccc(CC(=O)O)cc32)cc1 (centres undefined)	nt	1.9%
Cc1cc(C(=O)CN2C(=O)NC3(CCCCC3)C2=O)c(C)n1-c1ccc2c(c1)OCO2	22	0.1%
COc1ccc(NC(=O)CSc2nnc(NC(=O)c3ccco3)s2)cc1	-14	1.1%
O=[N+]([O-])c1cccc2ccc(/C=C/c3ccc(Cl)cc3)nc12	-1	0.5%
CCOC(=O)/C=C/c1cnn(-c2ccccc2)c1	nt	8.0%
CC(=O)Nc1ccc(/C=C(\C#N)C(N)=O)cc1	21	-0.4%
Cc1c(Cl)cnc(NC(=O)COC(=O)c2cccc(S(=O)(=O)N3c4ccccc4CC3C)c2)c1Cl (centres undefined)	7	-2.0%
CCN(CC)c1ccc2cc(C(N)=O)/c(=N\NC(=O)c3ccncc3)oc2c1	-7	1.0%
CC(=O)N(CN1C(=O)c2ccccc2C1=O)c1ccc2c(c1)oc1ccccc12	-7	-6.0%
O=C(Nc1ccc2c(c1)CCC2)c1cccc(S(=O)(=O)Nc2ccccc2Cl)c1	-4	-0.7%

Going on with the list:
compound	RmlCD inh 1536	M. tuberculosis GlmU
O=C(Cn1ccc2ccccc2c1=O)NCCC(=O)N1CCN(C2CCCCC2)CC1	9	0.3%
COC(=O)CCC(=O)OC1(C)C(=O)C=C2C=C(C3CC3)N(Cc3ccco3)C=C2C1=O (centres undefined)	nt	-4.3%
COc1ccc(C(=O)NCc2nnc(SCC(=O)N3CCCCC3)o2)cc1OC	5	-3.2%
O=[N+]([O-])c1c(NCCCO)cc(SCc2ccco2)c2nonc12	2	6.6%
CCCNC(=O)Cn1cnc2sc(C(=O)NCCN(CC)CC)c(C)c2c1=O	nt	7.5%
Nc1c(Cl)cc(Cl)cc1C(=O)OCC(=O)N1CCCC1	6	0.7%
COC(=O)c1ccc(S(N)(=O)=O)o1	5	-4.7%
CCOc1ccc2oc(C(=O)OC(C(=O)NC(N)=O)C(C)C)c(C)c2c1 (centres undefined)	-11	-0.2%
O=C(CCCOc1ccccc1)NCCc1ccccc1	4	0.5%
COc1cc(/C=N/NC(=O)c2ccc(Cl)c(S(N)(=O)=O)c2)ccc1OCC(N)=O	67	8.2%

Carrying on.
compound	RmlCD inh 1536	M. tuberculosis GlmU
CCOc1ccc(NC(=O)N2CCC(c3nc4ccccc4[nH]3)CC2)cc1	-7	0.1%
Cc1ccc(S(=O)(=O)N2CCOCC2)cc1C(=O)OCC(=O)NC1CCS(=O)(=O)C1 (centres undefined)	-14	-2.7%
Cc1cnccc1CN(C)Cc1cn(C)nc1-c1cccc(Cl)c1	-3	4.1%
O=C(/C=C/c1ccc(OCCCF)cc1)NCc1ccc(Cl)cc1	10	nt
O=C(NC(=S)NC1CCCc2ccccc21)c1ccco1 (centres undefined)	7	2.7%
NC(=O)C1CCN(c2nnnn2-c2ccccc2)CC1	2	1.9%
N/C(=N\N=C/c1ccc(-c2ccc(O)c(C(=O)O)c2)o1)N[N+](=O)[O-]	2	28µM*
Cc1ccc(/C(N)=N/OC(=O)Cc2ccccc2)cc1	8	4.3%
Cc1nc(NC(=O)CSc2nc3cccnc3n2Cc2ccccc2)sc1C	nt	4.4%
Cc1nn(-c2ccccc2)c(C)c1NC(=O)CCl	nt	-1.1%

The listing continues.
compound	RmlCD inh 1536	M. tuberculosis GlmU
COC(=O)c1c(NC(=O)COC(=O)c2ccc(NC(=O)CC#N)cc2)sc2c1CCCCC2	5	0.6%
Cc1cnc2cc([N+](=O)[O-])ccc2n1	-5	-2.8%
COc1ccc(C(=O)/C=C/c2cn(CC(O)CN3CCN(C)CC3)c3ccccc23)cc1OC (centres undefined)	5	-5.3%
CC(C)CC(NC(N)=O)C(=O)OCC(=O)Nc1ccc(OC(F)F)cc1 (centres undefined)	3	-1.2%
Cc1ccc(S(=O)(=O)/N=C/c2ccc(N(C)C)cc2)cc1	-2	9.9%
COC(=O)c1ccc(Nc2nc(C)cc(=O)[nH]2)cc1	nt	1.5%
Cc1ccc(S(=O)(=O)N2CCN(CC(=O)N/N=C/C=C/c3ccccc3)CC2)cc1	nt	2.5%
CCCCCC(=O)NNC(=S)NC(=O)c1cccc([N+](=O)[O-])c1	-11	3.1%
O=C(Cc1ccc(S(=O)(=O)N2CCCCC2)s1)Nc1ccc(F)cc1F	-2	-6.2%
Cc1ccc(NC(=O)COC(=O)Cn2cnc3ccccc32)cc1S(=O)(=O)N(C)C	6	2.5%

Three records drawn at random from those above:
compound	RmlCD inh 1536	M. tuberculosis GlmU
COC(=O)c1ccc(Nc2nc(C)cc(=O)[nH]2)cc1	nt	1.5%
CCCCCC(=O)NNC(=S)NC(=O)c1cccc([N+](=O)[O-])c1	-11	3.1%
Cc1cnc2cc([N+](=O)[O-])ccc2n1	-5	-2.8%

Part of the list above in order of SMILES length, rising.
compound	RmlCD inh 1536	M. tuberculosis GlmU
Cc1cnc2cc([N+](=O)[O-])ccc2n1	-5	-2.8%
COC(=O)c1ccc(Nc2nc(C)cc(=O)[nH]2)cc1	nt	1.5%
COC(=O)c1c(NC(=O)COC(=O)c2ccc(NC(=O)CC#N)cc2)sc2c1CCCCC2	5	0.6%

Continued:
compound	RmlCD inh 1536	M. tuberculosis GlmU
COc1ccc(CCNS(=O)(=O)c2ccc3c(c2)CCN3C(=O)C2CC2)cc1OC	-7	-2.1%
Cc1ccccc1NC(=O)CSc1nnc(-c2ccoc2C)n1CCc1ccccc1	nt	-0.3%
CC(C)(C)n1nnnc1C(c1cccnc1)N1CCN(c2ccccc2)CC1 (centres undefined)	16	3.2%
CCc1ccc(NC2CC(=O)N(CCc3ccc(OC)c(OC)c3)C2=O)cc1 (centres undefined)	-9	-0.6%
COC(=O)c1ccccc1NC(=O)/C=C/C(=O)O	11	-5.8%
O=C(/C=C/c1cccs1)Nc1cccnc1	-5	-3.5%
COC(=O)c1ccc(NC(c2ccc(Cl)cc2)P(=O)(OC)OC)cc1 (centres undefined)	7	0.6%
Cc1cc(C(=O)CSc2nc3ccc(Cl)cc3[nH]2)c(C)n1C	-1	-5.3%
Cc1ccc(Nc2nnc(SCC(=O)NC3CCS(=O)(=O)C3)s2)c(C)c1 (centres undefined)	nt	-1.3%
COCCNC(=O)C(c1ccc(Cl)cc1)N(C(=O)CCC(=O)Nc1ccccn1)C1CCCC1 (centres undefined)	nt	-0.6%

(listing goes on)
compound	RmlCD inh 1536	M. tuberculosis GlmU
Cc1cccc(C)c1NC(=O)c1cccc2c1-c1ccccc1C2=O	nt	0.6%
CC(=O)c1ccc(NC(=O)c2noc(C(C)C)c2[N+](=O)[O-])cc1	-10	1.9%
CCn1c(CSc2nncn2-c2ccc(OC)cc2)nc2cc(S(=O)(=O)N(C)C)ccc21	6	2.8%
CC(C)(C)OC(=O)NCCCC[C@H](NC(=O)c1nc[nH]c1C(=O)NC1CCN(C(=O)OC(C)(C)C)CC1)C(=O)OC(C)(C)C	nt	0.6%
CCC(=O)NC(=S)Nc1ccc(NC(=O)COc2ccc(Cl)c(C)c2)cc1	-4	4.6%
O=c1c2oc3ccccc3c2ncn1Cc1ccc(F)cc1	-12	-2.3%
O=C(c1csc2c1CCCCC2)N1CCN(c2ncccn2)CC1	6	2.9%
COc1ccc(/C=N/NC(=O)c2cc(C)n(-c3ccccc3)c2C)cc1OC	9	4.8%
Cc1ccc(NC(=O)CSc2nc3nc(C)cc(C)c3c(=O)[nH]2)cc1	nt	4.6%
CS(=O)(=O)Nc1nc2n(n1)C(c1ccccc1)C=C(c1ccc(Br)cc1)N2 (centres undefined)	15	nt

New compounds follow
compound	RmlCD inh 1536	M. tuberculosis GlmU
NC(=S)Nc1cccc2cccnc12	-2	6.1%
Clc1cccc(-c2nn3c(Cn4cnc5ccccc54)nnc3s2)c1	nt	-3.6%
CC(/C=C/c1ccco1)=N/NC(=O)c1ccc(C)nc1	11	3.4%
CCOc1c(CNc2nnnn2C)cccc1OC	8	5.7%
COC(=O)c1ccc(S(=O)(=O)N2CCCCCC2)cc1	nt	-5.0%
CC1(C)C2CC=C(/C=N/NC(=S)NCCc3ccccc3)C1C2 (centres undefined)	10	5.4%
CCS(=O)(=O)N1Cc2ccccc2CC1C(=O)Nc1ccc(C)cc1 (centres undefined)	nt	-0.8%
COc1cc(C2C(C#N)=C(N)Oc3cc(C)oc(=O)c32)cc2c1OCO2 (centres undefined)	nt	4.1%
O=C(N/N=C/C=C/c1ccccc1)c1cccnc1	7	2.2%
COc1ccc(C2C(C#N)=C(N)OC3=C2C(=O)CC(C)(C)C3)cc1OC (centres undefined)	6	4.4%

New compounds follow.
compound	RmlCD inh 1536	M. tuberculosis GlmU
Cc1nn(C)c(Cl)c1/C=N/OC(=O)c1ccccc1	nt	-3.7%
Cc1c(Br)c([N+](=O)[O-])nn1CC(=O)NCCc1c[nH]c2ccccc12	4	1.5%
COc1ccc(/C=C/C(=O)NC(=S)Nc2ccc(N3CCN(C(C)=O)CC3)cc2)cc1	nt	-4.3%
CCOc1cc(C(=S)N2CCOCC2)ccc1OC(=O)/C=C/c1ccc(OC)c(OC)c1	-10	1.7%
CCn1c(SC)nnc1-c1c[nH]c2ccccc12	-6	-3.7%
